High-throughput results deposited in PubChem by National Center for Advancing Translational Sciences (NCATS).
GALK inh = galactokinase (human) inhibition; 270,000 compounds, 0.007% hits; P51570; Purified GALK, Kinase-Glo residual ATP luminescence; Potency, µM (series often up to 57.5 µM), inactives show top-dose activity change, negative = inhibition, usual class: inhibitors; AID 1868; also: potency is read from the fitted curve at half-maximal effect; % is scaled to controls: 0 for no effect and ±100 for the full control effect
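Kinase-Glo Plus luminescence measured ATP left after a 1 h room-temperature reaction. The reaction used 5 nM GALK, 100 uM galactose and 35 uM ATP at pH 8.0 (20 mM HEPES, 5 mM MgCl2, 60 mM NaCl, 1 mM DTT, 0.01% BSA).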
a7 integrin act = integrin-mediated muscular dystrophy alleviation activation; alpha7betagal myoblasts, beta-gal FDG fluorescence, 48 h; Potency, µM (top dose mostly 38.3 µM), for the others: top-dose activation, actives largely listed as activators; 350,000 compounds, 0.064% hits;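 also: potency is read from the fitted curve at half-maximal effect; 100% = response of the positive control SU9516; nearly all actives have a fitted effect of over 60% in size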
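alpha7betagal+/- myoblasts (passage 13, 250/well) treated 48 h at 37C with compounds at 1:260 dilution of DMSO stock. Lysed, then beta-galactosidase activity read as FDG fluorescence (ex 480/em 540) after 30 min, with pre-read for autofluorescence.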
PTAP TSG101 blk = blocks PTAP/TSG101 interaction to inhibit HIV-1 budding; Q99816; Fluorescence polarization, FITC-PTAP peptide / Tsg101 binding; Potency, µM (doses to about 115 µM), inactives show at the top dose activity change, negative = inhibition, usual class: inhibitors; 340,000 tested, under 10 active; AID 493005; active = well fitted inhibition curve with a large enough effect in the main read-out, with a control signal flat, not every such curve was filed as active; inconclusive = small, poorly fitted or top-dose-only effect, or effect the other way, or a change in a side signal; inactive = no such curve, though single readings can be large or run the other way; also: potency is read from the fitted curve at half-maximal effect; % of control where 0% means no effect
Target sequence (Q99816 whole entry, looked up): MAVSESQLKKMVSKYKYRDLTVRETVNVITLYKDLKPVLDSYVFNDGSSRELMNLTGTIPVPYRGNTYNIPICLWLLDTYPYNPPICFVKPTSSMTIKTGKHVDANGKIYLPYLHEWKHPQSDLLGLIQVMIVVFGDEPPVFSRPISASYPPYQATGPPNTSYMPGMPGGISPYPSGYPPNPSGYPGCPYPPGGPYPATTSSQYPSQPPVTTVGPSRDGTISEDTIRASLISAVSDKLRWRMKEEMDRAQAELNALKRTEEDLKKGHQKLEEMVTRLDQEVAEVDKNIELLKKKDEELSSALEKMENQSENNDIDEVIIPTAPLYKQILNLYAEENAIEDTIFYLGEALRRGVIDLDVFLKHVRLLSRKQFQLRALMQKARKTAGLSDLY
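Steps: Tsg101 binding domain dispensed (10 uM final), compounds pinned in DMSO, FITC-labeled PTAP-motif peptide added (50 nM final); after 20 min binding at room temperature, polarization measured.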
FBPA coupling cs = counter-screen for Giardia aldolase inhibitors: coupling enzyme system. activity change, negative = inhibition, % at 58.2 µM, hits read low. coupling enzyme system counterscreen, AmpLite Red fluorescence. 290,000 compounds, 0.67% hits; in the data active = activity change below about -30%; also: % is scaled to controls: 0 for no effect and ±100 for the full control effect
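Coupling enzymes only (glyceraldehyde-3-phosphate) + compound, at 57.5 uM final, 10 min RT; add substrate/coupling/AmpLite Red mix, 20 min RT; fluorescence ex 525/em 598 nm. Actives flag coupling-system interference.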
B2AR arrestin = recruits beta-arrestin to the human beta2-adrenergic receptor | P07550 | beta-arrestin recruitment to beta2AR, cell-based reporter | Potency, µM (highest dose often 46.1 µM), for inactives: at the highest dose activation, actives largely listed as activators | 330,000 compounds, 0.02% hits | AID 492947;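 also: potency is read from the fitted curve at half-maximal effect; 0% = DMSO controls and full agonism = EC100 isoproterenol or metaproterenol; nearly all actives have a fitted effect of over 65% in size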
Menin-MLL TR inh = menin-MLL binding inhibition, Texas Red mutant peptide; O00255; Menin + Texas Red MLL mutant peptide, fluorescence polarization; Potency, µM (series often up to 61.6 µM), for inactives: at the highest dose FP activity change, negative = inhibition, actives largely listed as inhibitors; 270,000 compounds, 0.23% hits; AID 1768; active = well fitted inhibition curve with a large enough effect in the polarisation, with a control signal flat, not every such curve was filed as active; inconclusive = small, poorly fitted or top-dose-only effect, or effect the other way, or a change in a side signal; inactive = no such curve, though single readings can be large or run the other way; the % refers to the polarisation; also: potency is read from the fitted curve at half-maximal effect; % of control where 0% means no effect; many of its hits are not listed in these tables
Tb PFK block = T. brucei PFK enzyme inhibition. Potency, µM (highest dose often 57.5 µM), inactives show top-dose activity, negative = inhibition, hits mostly inhibitors. O15648. AID 485367. T. brucei PFK, ADP-Glo luminescence. 330,000 compounds, 0.17% hits;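 also: potency is read from the fitted curve at half-maximal effect; 0% = uninhibited 1x PFK enzyme wells and -100% = no-enzyme wells; nearly all actives have a fitted effect of over 60% in size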
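In TEA buffer at pH 8.0 with 5 mM MgCl2, enzyme (1.25 nM) converted F6P (0.5 mM) and ATP (0.1 mM) for 45 min at room temperature. ADP product was read by luciferase luminescence.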
S-ASM inh = inhibitors of human secretory acid sphingomyelinase; P17405; placental ASM, HMU-PC fluorogenic substrate, 60 min; Potency, µM (series often up to 57.5 µM), for the others: at the top dose activity change, negative = inhibition, usual class: inhibitors; 340,000 compounds, 0.006% hits; AID 504937; also: potency is read from the fitted curve at half-maximal effect
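HMU-PC0 cleavage (9 uM final) by human placental ASM, 60 min at 37 °C following 10 min compound exposure at RT; stopped at pH 10, fluorescence Ex 386/Em 447 nm.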
Giardia killer = kills Giardia lamblia; Giardia lamblia trophozoite viability; activity change, % at 7.66 µM, hits read low; 340,000 compounds, 0.15% hits; AID 540267; in the data active = activity change below about -80%; inconclusive = between about -30% and that limit;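 also: parasites exposed to compound for two days anaerobically before the ATP read; % is scaled to controls: 0 for no effect and ±100 for the full control effect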
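Media and compound were dispensed first, then trophozoites at 100 cells/well; plates sat 48 hrs at 37 deg C without oxygen before ATP luminescence reagent was added and read after 15-30 min at room temperature.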
BCR signal inh = blocks chronic active B-cell receptor signaling; ABC-DLBCL IkBa-CBG/CBR reporter, luminescence ratio, 4 h; Potency, µM (top dose mostly 46.1 µM), inactives show top-dose ratio change, negative = lower green/red ratio, most hits filed as inhibitors; 340,000 compounds, 0.05% hits; AID 493014; active = well fitted inhibition curve with a large enough effect in the signal ratio, with a control signal flat, not every such curve was filed as active; inconclusive = small, poorly fitted or top-dose-only effect, or effect the other way, or a change in a side signal; the % refers to the signal ratio;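 also: potency is read from the fitted curve at half-maximal effect; plate controls were basal doxycycline-induced cells for no effect and cells given 10 µM MG132 for full effect; MG132 reads +100%, hits lower the ratio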
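Compounds up to 46 uM were incubated four hours with TMD8 cells whose green CBG68 luciferase is fused to IkappaBalpha; red CBR luminescence normalised the signal, and concentration-effect curves were fitted to fusion, red and ratio data.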
PKM2 activator = increases activity of human pyruvate kinase M2; P14618; purified PKM2, Kinase-Glo ATP luminescence, activation; response scale: 0% is enzyme alone, no compound; Potency, µM (top dose mostly 57.5 µM), without a hit: top-dose activation, most hits filed as activators; 260,000 compounds, 0.34% hits; AID 1631; also: potency is read from the fitted curve at half-maximal effect; % is scaled to controls: 0 for no effect and ±100 for the full control effect; nearly all actives have a fitted effect of over 55% in size
Target sequence (P14618 whole entry, looked up): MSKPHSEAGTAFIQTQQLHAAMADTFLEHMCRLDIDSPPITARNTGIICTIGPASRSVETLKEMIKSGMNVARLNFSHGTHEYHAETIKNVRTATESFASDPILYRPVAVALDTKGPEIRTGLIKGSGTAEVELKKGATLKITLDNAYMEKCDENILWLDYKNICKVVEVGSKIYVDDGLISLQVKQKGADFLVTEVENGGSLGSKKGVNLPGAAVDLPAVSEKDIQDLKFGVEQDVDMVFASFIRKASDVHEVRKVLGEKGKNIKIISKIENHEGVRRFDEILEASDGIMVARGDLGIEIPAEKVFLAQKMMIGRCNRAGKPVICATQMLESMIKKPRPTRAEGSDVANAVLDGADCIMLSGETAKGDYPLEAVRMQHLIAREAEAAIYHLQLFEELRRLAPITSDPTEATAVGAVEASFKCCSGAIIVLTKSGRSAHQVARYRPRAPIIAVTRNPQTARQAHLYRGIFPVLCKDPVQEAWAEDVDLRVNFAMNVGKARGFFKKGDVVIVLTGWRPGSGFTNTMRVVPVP
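Purified hPK-M2 (>95%) run at intermediate activity with 0.1 mM ADP and 0.5 mM PEP in 50 mM imidazole pH 7.2, KCl, MgCl2; 1 h room temperature. ATP formed read by Kinase-Glo luminescence; normalized to uninhibited and no-enzyme controls.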
* hit, by the source's call; [ ] = remark or other dose. Unless noted, calls follow the shape of the dose curve; as a rule, active = well fitted curve in the direction sought with a large enough effect; inconclusive = small, poorly fitted or top-dose-only effect, or another doubt; inactive = no such curve, though single readings can be large; an effect the other way counts as inactive or inconclusive.

How did C=CCN1C(=O)C2C(C(=O)NC3CCCC3)C3(C)C=CC2(O3)C1C(=O)NC1CCCC1 (stereo not given) do in these assays?
GALK inh: 17%; a7 integrin act: 12%; PTAP TSG101 blk: -4%; FBPA coupling cs: 0; B2AR arrestin: -0.3%; Menin-MLL TR inh: -13%; Tb PFK block: 0%; S-ASM inh: 5%; Giardia killer: 1; BCR signal inh: 2%; PKM2 activator: 2%

Results for O=C(O)CCc1ccc(-c2ccccc2)n1NC(=O)c1sc2ccccc2c1Cl ?
GALK inh: 2%; a7 integrin act: 20%; PTAP TSG101 blk: 1%; FBPA coupling cs: 18; B2AR arrestin: -0.7%; Menin-MLL TR inh: 20%; Tb PFK block: 2%; S-ASM inh: -2%; Giardia killer: -19; BCR signal inh: inconclusive; PKM2 activator: 0%

Results for O=C(CSCc1c(F)cccc1Cl)NCc1cccnc1 ?
GALK inh: 0%; a7 integrin act: 9%; PTAP TSG101 blk: 0%; FBPA coupling cs: 7; B2AR arrestin: -0.5%; Menin-MLL TR inh: 2%; Tb PFK block: -4%; S-ASM inh: -1%; Giardia killer: 28; BCR signal inh: 1%; PKM2 activator: -4%

How did CCOC(=O)c1cccc(NC(=O)COc2nsnc2N2CCOCC2)c1 do in these assays?
GALK inh: 1%; a7 integrin act: -7%; PTAP TSG101 blk: -3%; FBPA coupling cs: 0; B2AR arrestin: 0.0%; Menin-MLL TR inh: 5%; Tb PFK block: -3%; S-ASM inh: 1%; Giardia killer: 10; BCR signal inh: inconclusive

Results for CCSc1nnc(N2C(=O)C(O)=C(C(=O)c3ccco3)C2c2cccc(OC)c2)s1 (stereo not given) ?
GALK inh: -5%; a7 integrin act: inconclusive; PTAP TSG101 blk: -17%; B2AR arrestin: -0.1%; Tb PFK block: inconclusive; S-ASM inh: 6%; Giardia killer: -8; BCR signal inh: 0%

Results for CSC(=O)NC(=O)NC(=O)c1ccc([N+](=O)[O-])cc1 ?
GALK inh: 0%; a7 integrin act: 3%; PTAP TSG101 blk: -1%; FBPA coupling cs: 0; B2AR arrestin: 4.5%; Menin-MLL TR inh: 14%; Tb PFK block: -5%; S-ASM inh: 1%; Giardia killer: -5; BCR signal inh: inconclusive; PKM2 activator: -6%

Results for O=C(Oc1cc(Cl)ccc1Cl)c1ccc(N2CCOCC2)c([N+](=O)[O-])c1 ?
GALK inh: 0%; a7 integrin act: 2%; PTAP TSG101 blk: -1%; FBPA coupling cs: -1; B2AR arrestin: -0.5%; Menin-MLL TR inh: 16%; Tb PFK block: 3%; S-ASM inh: -6%; Giardia killer: 9; BCR signal inh: 3%; PKM2 activator: 0%

Results for O=C(NCc1ccccc1)C(=O)Nc1cccc(C(=O)O)c1 ?
GALK inh: 0%; a7 integrin act: -37%; PTAP TSG101 blk: -2%; FBPA coupling cs: 5; B2AR arrestin: 0.3%; Tb PFK block: -1%; S-ASM inh: 3%; Giardia killer: 11; BCR signal inh: inconclusive; PKM2 activator: 3%

Results for COc1ccc(N2CCN(C(=O)CCNS(=O)(=O)c3ccc(Br)s3)CC2)cc1 ?
GALK inh: 2%; a7 integrin act: -15%; PTAP TSG101 blk: -3%; FBPA coupling cs: -5; B2AR arrestin: -0.9%; Menin-MLL TR inh: 6%; Tb PFK block: -3%; S-ASM inh: -3%; Giardia killer: 0; BCR signal inh: -5%; PKM2 activator: -5%

How did CCOC(=O)C1C(C(=O)OC)=C(c2ccc(F)cc2)c2ccccc2N1S(=O)(=O)C(F)(F)F (stereo not given) do in these assays?
a7 integrin act: -8%; PTAP TSG101 blk: -3%; FBPA coupling cs: 1; B2AR arrestin: 0.4%; Menin-MLL TR inh: -1%; Tb PFK block: -1%; S-ASM inh: -4%; Giardia killer: 2; BCR signal inh: 0%

What do the screens show for `COc1ccc2[nH]c3ccccc3c2c1`?
GALK inh: -2%; a7 integrin act: 33%; PTAP TSG101 blk: -5%; FBPA coupling cs: 0; B2AR arrestin: -0.1%; Menin-MLL TR inh: inconclusive; Tb PFK block: -5%; S-ASM inh: -1%; Giardia killer: -2; BCR signal inh: inconclusive; PKM2 activator: 2%

Results for CC1(C)C(=O)OC(c2cccn2-c2cccc([N+](=O)[O-])c2)C2(CCCCC2)C1=O (stereo not given) ?
GALK inh: 0%; FBPA coupling cs: 0; B2AR arrestin: -0.4%; Menin-MLL TR inh: -13%; Tb PFK block: 13%; BCR signal inh: inconclusive; PKM2 activator: -7%

Results for C[C@H](CO)N1C[C@H](C)[C@@H](CN(C)Cc2ccc(C(=O)O)cc2)Oc2c(NC(=O)Cc3ccccc3)cccc2C1=O ?
a7 integrin act: 23%; PTAP TSG101 blk: 0%; B2AR arrestin: -0.2%; Tb PFK block: 2%; S-ASM inh: 4%; Giardia killer: -22; BCR signal inh: 0%

What do the screens show for `CC(C)CC(C(=O)OCC(=O)Nc1cccc(Cl)c1)N1C(=O)C2CC=CCC2C1=O` (stereo not given)?
GALK inh: 0%; a7 integrin act: 7%; PTAP TSG101 blk: -11%; FBPA coupling cs: 0; B2AR arrestin: -0.5%; Menin-MLL TR inh: 15%; Tb PFK block: -14%; S-ASM inh: -9%; Giardia killer: -11; BCR signal inh: 1%; PKM2 activator: 10%

What do the screens show for `Cn1cc(S(=O)(=O)CC(=O)Nc2ccc(Br)cc2)c2ccccc21`?
GALK inh: 1%; a7 integrin act: -1%; PTAP TSG101 blk: -5%; FBPA coupling cs: -13; B2AR arrestin: -3.9%; Menin-MLL TR inh: 9%; Tb PFK block: 2%; S-ASM inh: -4%; Giardia killer: 3; BCR signal inh: -1%; PKM2 activator: 1%

What do the screens show for `Cc1cc(=O)[nH]c(NN=C2CCC(C(C)(C)C)CC2)n1` (stereo not given)?
GALK inh: -1%; a7 integrin act: -11%; PTAP TSG101 blk: -2%; FBPA coupling cs: -3; B2AR arrestin: -0.7%; Menin-MLL TR inh: -11%; Tb PFK block: 2%; S-ASM inh: 1%; Giardia killer: -23; BCR signal inh: 8%; PKM2 activator: -50%

Results for Cc1cccc(Cc2nnc(CCC(=O)N3CCCCC3c3nccs3)o2)c1 (stereo not given) ?
GALK inh: 0%; a7 integrin act: 18%; PTAP TSG101 blk: -3%; FBPA coupling cs: 0; B2AR arrestin: -0.5%; Menin-MLL TR inh: -19%; Tb PFK block: 1%; S-ASM inh: 5%; Giardia killer: 1; BCR signal inh: 8%; PKM2 activator: 0%

How did CCCN(CC(=O)Nc1ccc(F)c(F)c1F)C(=O)c1ccc(=O)n(Cc2ccccc2)n1 do in these assays?
a7 integrin act: -23%; PTAP TSG101 blk: 0%; B2AR arrestin: -0.4%; Tb PFK block: 1%; S-ASM inh: 2%; Giardia killer: -3; BCR signal inh: 3%

How did Cc1cc(S(=O)(=O)Nc2ccc(N3CCOCC3)cc2)ccc1Br do in these assays?
GALK inh: 10%; a7 integrin act: -15%; PTAP TSG101 blk: 2%; FBPA coupling cs: 4; B2AR arrestin: -0.1%; Menin-MLL TR inh: -8%; Tb PFK block: 2%; S-ASM inh: -2%; Giardia killer: -4; BCR signal inh: -5%

Results for Cc1sc2ncnc(N[C@@H](Cc3ccccc3)C(=O)O)c2c1C ?
a7 integrin act: 0%; PTAP TSG101 blk: -11%; FBPA coupling cs: 10; B2AR arrestin: 0.3%; Menin-MLL TR inh: -8%; Tb PFK block: -4%; S-ASM inh: 3%[11.5 µM]; Giardia killer: -14; BCR signal inh: 0%

How did Cc1oc2c(CN3CCCCC3C)c(O)ccc2c(=O)c1-c1ccccc1 (stereo not given) do in these assays?
GALK inh: 1%; a7 integrin act: 42%; PTAP TSG101 blk: -2%; FBPA coupling cs: 1; B2AR arrestin: 0.7%; Menin-MLL TR inh: inconclusive; Tb PFK block: -3%; S-ASM inh: 104%[activator]; Giardia killer: 6; BCR signal inh: -1%

Results for Cc1ccc(-c2csc3ncn(CC(=O)N4CCOCC4)c(=O)c23)cc1C ?
GALK inh: 1%; a7 integrin act: 20%; PTAP TSG101 blk: -4%; FBPA coupling cs: -3; B2AR arrestin: -0.5%; Menin-MLL TR inh: -3%; Tb PFK block: 2%; S-ASM inh: -1%; Giardia killer: -5; BCR signal inh: inconclusive; PKM2 activator: -3%

How did Cc1ccc(OCCNC(=O)/C=C/c2ccco2)cc1C do in these assays?
GALK inh: 1%; a7 integrin act: -15%; PTAP TSG101 blk: -3%; FBPA coupling cs: 1; B2AR arrestin: 5.7%; Menin-MLL TR inh: 20%; Tb PFK block: -4%; S-ASM inh: 0%; Giardia killer: inconclusive; BCR signal inh: 1%; PKM2 activator: inconclusive

Only part of the results is shown, so the mix of outcomes need not match the whole.
